Assay outcomes (PubChem BioAssay)
Keap1 Nrf2 FP – disrupts human Keap1 binding to Nrf2 peptide; Q14145; Keap1 Kelch-Nrf2 peptide fluorescence polarization, 1536-well; inhibition, % at 9.4 µM; 340,000 tested, 0.15% active; AID 504523; in the data active = inhibition above about 12%;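 note: human Keap1 Kelch domain with fluorescein labeled Nrf2 9mer peptide probe; 0% = neutral control wells and 100% = peptide positive control; higher means more block of Keap1 binding to Nrf2 peptide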
Target sequence (Q14145 whole entry, looked up, the tested form may be a part): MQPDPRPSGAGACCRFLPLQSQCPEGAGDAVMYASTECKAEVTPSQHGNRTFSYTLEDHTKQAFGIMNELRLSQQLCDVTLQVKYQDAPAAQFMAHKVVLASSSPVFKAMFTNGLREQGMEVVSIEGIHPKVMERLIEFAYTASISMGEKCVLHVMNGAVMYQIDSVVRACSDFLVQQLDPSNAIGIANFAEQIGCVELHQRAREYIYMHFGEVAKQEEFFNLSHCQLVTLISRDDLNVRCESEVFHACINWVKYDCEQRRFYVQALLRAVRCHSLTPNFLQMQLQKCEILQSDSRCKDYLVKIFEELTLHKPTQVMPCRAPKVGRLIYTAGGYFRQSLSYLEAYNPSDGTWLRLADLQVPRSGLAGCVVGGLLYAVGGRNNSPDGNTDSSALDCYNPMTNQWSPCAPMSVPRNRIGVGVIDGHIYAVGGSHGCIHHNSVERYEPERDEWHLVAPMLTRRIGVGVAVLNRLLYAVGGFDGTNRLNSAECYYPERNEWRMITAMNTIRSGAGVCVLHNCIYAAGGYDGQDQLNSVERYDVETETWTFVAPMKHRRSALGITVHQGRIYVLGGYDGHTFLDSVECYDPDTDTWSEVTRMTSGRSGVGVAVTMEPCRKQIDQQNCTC
CAL PDZ FP-1 – blocks peptide binding to the human CAL PDZ domain. AID 602252. Q9HD26. purified CAL PDZ, TMR-peptide fluorescence polarization, 1 h. inhibition, % at 24.9 µM. 300,000 tested, 0.92% active;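 active = mean inhibition of at least 30% with at least half of replicates also reaching 30%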;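 note: 0% = DMSO neutral control and 100% = excess unlabeled competitor peptide PRC23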
C-LANA FP – blocks KSHV LANA C-terminal domain binding to DNA; inhibition, % at 9 µM; AID 504423; MBP-C-LANA/FAM-LBS DNA binding, fluorescence polarization; 340,000 tested, 0.078% active;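 active = highest replicate inhibition at or above 60% at 9 µM, even if other replicates fall short; inactive = all replicates below 60% inhibition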;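 note: 0% = neutral control wells and 100% = 4 µM acridine orange control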
CAL PDZ FP-2 – blocks peptide binding to human CAL PDZ domain; Q9HD26; 330,000 tested, 0.02% active; AID 504414; purified CAL PDZ, TMR-peptide fluorescence polarization, 1 h; inhibition, % at 20 µM;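 active = highest replicate inhibition of at least 40%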;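 note: plate controls were DMSO neutral control wells for no effect and unlabeled competitor peptide control wells for full effect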
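Assay system – tagged CAL PDZ protein CerCALP, purified · Timing – 1 h at RT · Compound – single point, 20 µM · Measured by – fluorescence polarization from S- and P-plane intensities, G-factor corrected · Evaluation – inhibition from polarization loss · Probe or stimulus – TMR reporter peptide T*-PRC34 · Buffer or medium – pH 7.4 phosphate-saline buffer, reducing agent, detergent, IgG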
NSD2 HMT inh – blocks human histone methyltransferase NSD2 | inhibition, % at 12.5 µM | AID 743445 | 310,000 tested, 0.54% active | NSD2 peptide methylation, AlphaScreen, 120 min | O96028; in the data active = inhibition above about 50%
RTF Ca sens inh – cardiac RTF calcium desensitization | P19429+P45379 | 340,000 tested, 0.12% active | inhibition, % at 7.15 µM | AID 493244 | IANBD-labeled cardiac RTF, Ca2+ fluorescence;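 active = inhibition above the mean inhibition of all tested compounds plus 3 SD, cut at about 17% in these data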;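 note: assay run at fixed EC70 calcium of 1.6 mM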
DAGLB inhibitor – diacylglycerol lipase beta (human) inhibition; Q8NCG7; HEK293T DAGLB membrane lysate, EnzChek fluorogenic substrate; inhibition, % at 5.17 µM; 340,000 tested, 0.059% active; in the data active = inhibition above about 34%;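 note: 0% = enzyme with vehicle and 100% = wells lacking enzyme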
Arrestin-AP2 inh – inhibitors of human beta-arrestin and AP2 interaction | FITC-arrestin peptide / GST-AP2 beads, flow cytometry; AP2 beta2 appendage carries R879A mutation | 340,000 tested, 0.31% active | inhibition, % at 10 µM;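 active = inhibition above a set limit, near 3 SD of compounds lacking own fluorescence, cut at about 54% in these data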;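 note: plate controls were DMSO wells for no effect and 5 µM unlabelled arrestin peptide for full effect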
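Measured by: flow cytometry, FL1 (488/535 nm); Material: AP2 appendage R879A on GSH beads; Evaluation: percent response; Timing: pre-incubation 12 min, peptide binding 1 h, room temperature; Also added: 50 nM FITC-arrestin peptide; Medium: PBS with 0.05% Tween 20 and 0.1% BSA.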
V-ATPase pH – alters yeast V-ATPase proton transport; S. cerevisiae, pHLuorin cytosolic pH fluorescence; response, % at 10 µM; 350,000 tested, 0.37% active; in the data active = response mostly above about 7.3%, no sharp cut-off; inactive = mostly below about 5.4%; note: actives read high; inactives centre near 0; some compounds called inactive have numbers as strong as hits; reference of the scale not given here
DSG3 Ab inh – inhibitors of pemphigus antibody binding to human desmoglein-3 | P32926 | DSG3-coupled beads, scFv-anti-DSG3-GFP binding, flow cytometry; hits give low values | binding (percent of control), % at 10 µM | 310,000 tested, 0.48% active | AID 588358;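 active = binding more than 3 SD below its plate's average and above zero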;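 note: hits lower antibody fragment binding to DSG3; some compounds called inactive have numbers as strong as hits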
Starred values were filed as active, the others as inactive; . = not tested or not shown. Not all compounds are listed (hit frequency here may not be typical).

Start of the listing, in advance:
SMILES	Keap1 Nrf2 FP	CAL PDZ FP-1	C-LANA FP	CAL PDZ FP-2	NSD2 HMT inh	RTF Ca sens inh	DAGLB inhibitor	Arrestin-AP2 inh	V-ATPase pH	DSG3 Ab inh
COCCNC(=O)c1ccc(-n2c(SCc3ccncc3)nc3ccccc3c2=O)cc1	0	0	2.1	1.0	4	2	1	-6	-2	99
CCCN(CCC)C(=O)c1cn(C)c2ccc(S(=O)(=O)N3CCCC3)cc2c1=O	1	-2	2.3	-3.3	1	-5	-1	-2	-2	98

Main list (from the top)
SMILES	Keap1 Nrf2 FP	CAL PDZ FP-1	C-LANA FP	CAL PDZ FP-2	NSD2 HMT inh	RTF Ca sens inh	DAGLB inhibitor	Arrestin-AP2 inh	V-ATPase pH	DSG3 Ab inh
COCCNC(=O)c1ccc(-n2c(SCc3ccncc3)nc3ccccc3c2=O)cc1	0	0	2.1	1.0	4	2	1	-6	-2	99
CCCN(CCC)C(=O)c1cn(C)c2ccc(S(=O)(=O)N3CCCC3)cc2c1=O	1	-2	2.3	-3.3	1	-5	-1	-2	-2	98
O=C(COC(=O)c1ccc([N+](=O)[O-])o1)Nc1ncc(Cl)cc1Cl	-8	-10	3.4	0.1	19	-4	-2	9	3	94
COc1ccc(N2CC(C(=O)Nc3nccs3)CC2=O)cc1 (stereo not given)	0	-1	-0.4	-1.4	-3	-15	0	5	-2	.
COc1ccc(N(C(=O)CCl)C(C(=O)NCCc2ccccc2)c2cccs2)cc1 (stereo not given)	4	-2	2.5	-0.1	8	-9	11	3	0	97
Nc1ccccc1C(=O)NC1CCCCNC1=O (stereo not given)	-4	-2	-0.3	1.2	-2	2	1	11	6	98
O=C(COc1ccc(Cl)cc1Cl)N/N=C/c1cccnc1	4	-4	-0.5	-1.5	-2	5	1	-7	0	107
CSc1ccccc1NC(=O)CN(C)CC(=O)NCC(=O)Nc1ccc(F)cc1	2	-4	0.0	-3.1	4	-6	0	36	6	100
COc1cc(/C=N/Nc2nc(=O)[nH]nc2C)cc([N+](=O)[O-])c1O	0	6	1.8	-2.5	2	-2	5	44	5	88
COc1ccc(C(=O)CN2C(=O)NC3(CCCc4ccccc43)C2=O)c(OC)c1 (stereo not given)	-6	-1	-1.3	-3.2	8	-7	2	2	1	117
Cc1ccc(S(=O)(=O)N(Cc2cccc(C)c2)C(=O)N2CCN(C)CC2)cc1	1	-3	0.6	-1.1	-3	-6	2	22	-3	98
CC(C)/C=C1\CC/C(=C\c2cccnc2)C1=O	1	-5	-0.4	-3.5	2	6	-2	4	-1	97
COc1ccc(OC)c(NC(=O)c2c(NC(=O)CNCc3ccco3)sc3c2CCC3)c1	2	-1	0.1	-0.2	4	-16	-9	22	-4	96
CCOC(=O)C(C)Oc1ccc(C2NC(=O)NC(C)=C2C(C)=O)cc1Br (stereo not given)	-4	-3	-1.4	-1.9	.	-7	4	-1	7	119
COc1cc(C(=O)N2CCSCC2)ccc1OC1CCN(C(C)=O)CC1	-7	-4	0.6	0.1	0	2	-3	-5	-1	103
O=C(CSc1nc2[nH]c(=O)[nH]c(=O)c2s1)Nc1cccc(F)c1	-1	0	-0.2	-1.1	.	-10	-3	-8	-3	.
CC(C)CCNC(=O)C(c1cccs1)N(CC1CCCO1)C(=O)Cn1nnc2ccccc21 (stereo not given)	-1	-2	-0.2	1.8	1	-13	-2	33	0	104
C=CCNC(=O)COC(=O)COc1ccc(Cl)cc1	2	2	-2.0	-0.2	-4	-4	-2	43	-1	114
COc1cccc(-c2csc(NNC(=O)c3cccs3)n2)c1	-5	-2	-0.6	0.5	4	.	.	-1	3	96
Cc1ccc(Nc2nc(Nc3ccc(C)cc3)nc(SC3=NCCS3)n2)cc1	-1	-2	-1.9	-2.9	-2	1	-3	9	-1	101
CC(C)CC(=O)c1c[nH]c(C(=O)NCc2cccnc2)c1	-4	-3	-3.1	-0.7	-1	-10	-2	1	2	112
COc1ccc(NC(=S)Nc2cccc3ccccc23)cc1OC	-5	-1	0.5	-3.0	3	-3	-1	3	4	100
S=C(Nc1ccc(Cl)cc1)N(CCCN1CCOCC1)Cc1cccs1	-2	4	0.3	7.3	-1	-4	-1	-9	1	.
CN1CCN(C(=O)c2ccccc2NC(=O)CCN2C(=O)c3ccccc3C2=O)CC1	-1	-5	0.6	-0.5	17	-9	1	2	2	86
O=C(COc1ccc(Cl)cc1)N1CCN(C(=O)c2cccc(F)c2)CC1	-3	1	-0.6	-0.6	-1	-7	-1	-2	4	96
O=C1c2ccccc2NC(c2ccc(O)cc2)N1c1ccccc1 (stereo not given)	-1	-6	-0.1	-0.8	-2	-6	-1	7	-2	99
CN(C(=O)c1cccs1)c1ccc(OCC(=O)Nc2ccc(C(=O)O)cc2)cc1	5	-7	0.6	-4.0	-3	-1	0	2	-2	104
CCOC(=O)N1CCC(N2CCN(S(=O)(=O)CC)CC2)CC1	0	0	-0.1	-1.1	.	1	1	6	-3	102
CC(C)(C)OC(=O)NCCNC(=O)c1cccs1	-3	2	-1.3	-0.8	-1	2	-2	22	-1	.
Cc1ccc(C)c(OCC(=O)Nc2ccccc2C(=O)N2CCOCC2)c1	0	-12	1.7	.	9	-6	-2	-23	-1	109
COCCNC(C(=O)Nc1ccc(C)cc1[N+](=O)[O-])c1ccccc1 (stereo not given)	4	-7	-0.7	-1.1	13	6	1	-26	3	115
CCS(=O)(=O)c1ccc(OC)c(N=Nc2ccc(O)c3ncccc23)c1	1	-5	-0.2	-1.5	6	-3	3	2	-3	97
Cn1ccc(C(=O)N/N=C/c2ccncc2)n1	-5	3	-1.0	-1.9	1	-5	-4	14	-3	97
O=C(CCc1ccccc1)N1CCN(CCO)CC1	-2	.	0.3	-0.6	.	-2	-3	7	0	108
CCN(CC)S(=O)(=O)c1cccc(-c2nnc(SCC(=O)c3cc(C)n(C)c3C)o2)c1	2	0	-0.6	-2.3	0	-3	-1	-2	-4	105
Cc1cc(C(=O)Nc2ccccc2)oc1C	-6	-3	-0.4	0.5	1	-9	-3	6	-1	99
Cc1cccn2cc(CNC(=O)c3ccc(Br)o3)nc12	-2	.	0.0	-0.9	.	-5	1	1	-1	105
CC(C)c1csc(CN2CCC(n3nccc3NC(=O)Cc3ccccc3)CC2)n1	-7	.	0.3	0.0	-2	4	1	-11	-1	.
CC(C)CCN1C(N(C)C)=NC[C@@H]1C	4	2	-0.1	0.8	.	-4	1	45	-6	88
COc1cc(/C=C2/C(=N)N3N=C(CC(=O)N4CCOCC4)SC3=NC2=O)ccc1OC(C)c1ccccc1 (stereo not given)	-5	-4	3.2	-3.3	12	2	-2	-2	-2	100
Cn1c(SCCOc2ccc(Cl)cc2)nnc1-c1ccncc1	4	0	-0.1	-1.0	-2	-5	1	-7	-1	101
O=C(CSc1nn(-c2ccc(Cl)cc2)c(=S)s1)NCC1CCCO1 (stereo not given)	0	.	-0.2	-0.9	-19	-2	2	9	-1	100
CCOc1ccc(C2C(C(=O)OC)=CN(CCOC)C=C2C(=O)OC)cc1	3	-2	0.3	-2.1	-3	12	0	7	3	84
CCCCNS(=O)(=O)C1CCS(=O)(=O)C1 (stereo not given)	0	-8	-3.0	-0.2	-2	1	0	20	-4	105
O=C(NC1CC1)C1CC(=O)N(C2CCCCC2)C1 (stereo not given)	4	-2	-3.7	0.2	-2	7	-1	24	0	104
NCCCn1c(C(=O)c2ccc(Cl)cc2)c2ccc([N+](=O)[O-])cc2[n+]1[O-]	-6	0	-3.3	0.1	.	2	4	3	5	100
Cc1cc(C(=O)COc2ccccc2C(N)=O)c(C)n1CC1CCCO1 (stereo not given)	0	-4	-0.7	-2.9	-1	-3	2	1	1	105
CCCS(=O)(=O)N1CCN=C1SCc1ccc(C)cc1	-7	-3	-0.7	-1.3	-1	-10	1	-9	-2	91
CN(CCC#N)C(=O)COC(=O)c1c2c(nc3ccccc13)/C(=C/c1ccco1)CC2	1	-2	1.1	-2.1	-3	7	0	19	0	83
CS(=O)(=O)Nc1ccccc1C(=O)Nc1cc(Cl)cc(Cl)c1	-2	-1	0.9	0.4	-2	5	4	-3	-1	99
Cc1ccc(SC[C@H](C)CN2CC[C@H](C)CCC2=O)cc1	-2	-2	0.3	-0.8	.	-4	-2	1	-3	102
Cc1nn(CC(=O)Nc2ccc(C#N)cc2)c(C)c1[N+](=O)[O-]	3	-3	-0.7	-2.5	-3	-15	2	21	4	101
CCNC(=O)CCSc1nnc(-c2ccco2)o1	-1	-2	1.2	-0.8	0	-10	0	6	8	125
CCCCCCCC(=O)NN=C1CCN(Cc2ccccc2)CC1	2	0	0.9	0.1	-1	-5	0	8	2	86
CCOC(=O)Cn1cnc2scc(-c3ccccc3)c2c1=O	-4	-3	-0.3	.	-5	-2	-2	-1	-1	100
Nc1c(N(CCC2=CCCCC2)C(=O)c2ccc([N+](=O)[O-])o2)c(=O)[nH]c(=O)n1Cc1ccccc1	-5	-3	-11	-0.9	0	11	14	21	-1	103
C[C@H](CO)N1C[C@H](C)[C@@H](CN(C)Cc2ccc(Cl)c(Cl)c2)Oc2c(NS(=O)(=O)c3cn(C)cn3)cccc2C1=O	1	1	3.1	0.2	.	-5	0	4	-3	99
N=C(N)SCc1ccc(Cl)c2ccccc12	.	1	.	-1.8	6	-15	-2	3	-3	94
O=c1/c(=C\c2cccnc2)sc2nc3ccccc3n12	-4	.	0.1	-0.4	1	-3	-3	2	-1	104
FC(F)(F)c1ccc(/C=N/N2CCN(Cc3ccccc3)CC2)cc1	-1	-1	-0.4	-0.9	6	5	-16	32	1	96
The results go on:
SMILES	Keap1 Nrf2 FP	CAL PDZ FP-1	C-LANA FP	CAL PDZ FP-2	NSD2 HMT inh	RTF Ca sens inh	DAGLB inhibitor	Arrestin-AP2 inh	V-ATPase pH	DSG3 Ab inh
CCN(CC)S(=O)(=O)c1ccc2c(c1)oc(=O)n2CC(=O)N(C)C1CCCCC1	0	-2	-0.5	-2.5	0	3	-4	-12	-1	100
O=C(CCCC(=O)OCC(=O)c1ccc(F)cc1)Nc1cc(C(F)(F)F)ccc1Cl	-4	.	0.5	-0.4	-2	1	-5	-4	6	99
CCN(CC)S(=O)(=O)c1ccc(N2CCOCC2)c(NC(=O)c2c3c(nc4ccccc24)CCC3)c1	-1	-1	-0.5	-1.9	1	-5	0	26	2	124
CCCc1cc(C(=O)NNC(=S)NC(C)c2ccccc2)cs1 (stereo not given)	-2	-4	0.5	0.1	10	-9	-3	7	5	105
O=C(NCCN1CCOCC1)c1csc2c1CCCC2	-3	-4	2.5	-3.3	28	-3	-2	9	4	89
COc1ccc(C(=O)N(CC(=O)Nc2sc(C)c(C)c2C(N)=O)C2CCCC2)cc1	3	-5	0.7	-0.4	-3	-14	2	-4	-1	118
Cc1ccc(Cl)cc1N1CCN(S(=O)(=O)c2ccc3c(c2)oc(=O)n3C)CC1	-1	-2	-0.5	-0.2	-4	7	-1	13	6	107
